ASAP1 inh – blocks human ASAP1-stimulated Arf1 GTP hydrolysis; GDP FP detection; AID 624377; inhibition, % at 16.5 µM; Q9ULH1; 360,000 compounds, 0.19% hits; in the data active means inhibition above about 25%;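 further: 0% = vehicle with enzyme and substrate and 100% = no enzyme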
ARFGAP1 inh – inhibitors of rat ARFGAP1. 360,000 compounds, 0.26% hits. AID 651572. Arfgap1-stimulated ARF1 GTP hydrolysis, GDP FP detection. Q62848. inhibition, % at 16.5 µM;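 active means inhibition above a per-plate limit, mean inhibition of low control wells plus 3 SD, cut at about 25% in these data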;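 further: 0% = DMSO wells with enzyme and 100% = wells lacking Arfgap1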
Target sequence (Q62848 1-136 limits assumed): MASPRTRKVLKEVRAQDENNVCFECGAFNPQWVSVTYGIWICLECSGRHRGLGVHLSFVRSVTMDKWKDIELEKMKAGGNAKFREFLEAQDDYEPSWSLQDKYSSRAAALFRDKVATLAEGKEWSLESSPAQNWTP
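Material: rat Arfgap1 GAP domain (His6, aa 1-136), purified enzyme. Also added: human ARF1(Δ1-17)-GTP substrate. Compound dosing: 16.5 µM single point, 1.26% DMSO. Timing: enzyme reaction 120 min at 25 °C after 20 min preincubation. Signal: GDP detection by fluorescence polarization. Read-out basis: percent inhibition of GAP-stimulated GDP formation, scaled between DMSO and no-Arfgap1 medians.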
PLCg1 inh – blocks human PLC-gamma1 enzyme activity; P19174; purified PLC-gamma1, fluorogenic substrate, fluorescence; inhibition, % at 12.2 µM; 370,000 compounds, 0.84% hits; in the data active means inhibition above about 9.5%
TDP2 absorb – blocks human TDP2 phosphodiesterase activity | 370,000 compounds, 0.34% hits | recombinant TDP2, T5PNP hydrolysis, p-nitrophenol absorbance 415 nm | inhibition, % at 12.8 µM;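 active means inhibition above the mean of all tested compounds plus 3 SD, set per campaign, cut at about 25% in these data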;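 further: 0% = DMSO with enzyme and 100% = buffer with substrate but no TDP2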
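Test system: Human TDP2 enzyme | Reagent: 5 mM T5PNP | Compound dosing: 12.8 µM single point, 1% DMSO | Incubation: Enzyme reaction with compound for 2 h at 37 °C | Technique: p-Nitrophenol epi absorbance | Read-out: % inhibition relative to enzyme-containing and enzyme-free wells | Benchmarks: High control without enzyme, low control DMSO plus TDP2 | Replicates: Singlicate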
Tn6 DDE FP – DD(E)-Tn6 binding inhibition, primary FP screen. P02675. Fibrin DD(E) TRITC-Tn6 fluorescence polarization displacement. inhibition, % at 8.3 µM. 370,000 compounds, 0.21% hits. AID 720509;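 active means inhibition above a per-campaign cutoff: mean of compounds within control limits plus 3 SD, cut at about 15% in these data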;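 further: 0% = median of all compound wells on the plate and 100% = blocking peptide control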
Target sequence (P02675 whole entry, looked up): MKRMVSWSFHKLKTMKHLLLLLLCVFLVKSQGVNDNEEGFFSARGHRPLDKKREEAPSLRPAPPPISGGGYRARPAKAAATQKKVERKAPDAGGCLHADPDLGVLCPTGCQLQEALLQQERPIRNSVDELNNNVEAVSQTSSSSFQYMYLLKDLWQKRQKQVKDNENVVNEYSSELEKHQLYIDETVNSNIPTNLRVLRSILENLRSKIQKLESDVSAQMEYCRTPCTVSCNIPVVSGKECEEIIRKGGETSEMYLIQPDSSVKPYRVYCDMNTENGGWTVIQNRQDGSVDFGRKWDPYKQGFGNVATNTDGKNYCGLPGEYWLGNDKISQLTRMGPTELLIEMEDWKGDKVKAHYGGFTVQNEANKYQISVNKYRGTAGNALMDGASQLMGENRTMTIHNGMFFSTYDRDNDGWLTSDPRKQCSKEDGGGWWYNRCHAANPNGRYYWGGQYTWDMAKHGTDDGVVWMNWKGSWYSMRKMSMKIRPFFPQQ
ADAM17 inh – ADAM17 inhibition, QFRET primary screen; P78536; recombinant ADAM17, EDANS/DABCYL FRET peptide cleavage; inhibition, % at 6.95 µM; 370,000 compounds, 0.83% hits; AID 720648;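 active means inhibition above the mean of compounds lying between control limits plus 3 SD, set per campaign, cut at about 8.5% in these data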;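 further: 0% = DMSO-only wells as the low control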
LEDGF integ inh – blocks HIV-1 LEDGF/p75-dependent DNA integration; TR-FRET IN-LEDGF/p75 DNA integration, Eu/Cy5; 370,000 compounds, 0.64% hits; inhibition, % at 3.7 µM;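 active means inhibition above the screen-wide mean plus 3 SD, cut at about 13% in these data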;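 further: signal is the Cy5 over europium emission ratio at 671 and 618 nm; 0% = plate median of compound wells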
KLK7 zymogen act – proKLK7 (human) activation, primary screen | AID 652039 | purified proKLK7, EDANS-DABCYL substrate fluorescence; 100% is mature enzyme control, 0% vehicle | activation, % at 7 µM | 370,000 compounds, 0.9% hits;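 active means activation above the mean of all tested compounds plus 3 SD, computed per campaign excluding outliers beyond control limits, cut at about 13% in these data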
Target sequence (P49862 whole entry, looked up): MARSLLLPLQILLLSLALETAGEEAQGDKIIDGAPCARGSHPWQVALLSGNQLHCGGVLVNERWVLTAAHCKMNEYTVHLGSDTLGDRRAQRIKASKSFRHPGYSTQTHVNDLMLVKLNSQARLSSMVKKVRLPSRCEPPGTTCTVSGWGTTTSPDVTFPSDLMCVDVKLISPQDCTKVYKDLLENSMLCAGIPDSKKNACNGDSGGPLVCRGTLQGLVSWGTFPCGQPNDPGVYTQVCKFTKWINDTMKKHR
ADAM10 inh – inhibitors of human ADAM10 | recombinant ADAM10, EDANS/DABCYL FRET peptide cleavage, 3 h | inhibition, % at 7 µM | 370,000 compounds, 0.62% hits;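 active means inhibition above a per-campaign cutoff equal to the mean of compounds falling between control-based bounds plus 3 SD, cut at about 20% in these data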;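 further: 0% = DMSO wells while the 100% control is not disclosed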
Tn7 DDE FP – disrupts Tn7 cyclic peptide binding to fibrin D-Dimer-E complex | FP displacement of FITC-Tn7 peptide from fibrin DD(E); 0% = median of compound wells per plate | P02675 | inhibition, % at 8.3 µM | AID 720508 | 370,000 compounds, 0.13% hits;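 active means inhibition above the mean of compounds falling within the control limits plus 3 SD of them, cut at about 14% in these data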;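 further: 0% = plate median of compound wells and 100% = 10 µM Aha-Tn7 peptide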
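Assay system: human fibrin DD(E) protein / Input: 2 µM fibrin DD(E) / Benchmarks: high control of 10 µM Aha-Tn7 peptide / Measured by: fluorescence polarization of the labelled Tn7 tracer / Medium: Tris buffer with calcium and detergent, pH 7.8 / Timing: 10 min compound pre-incubation, 3 h probe incubation at room temperature / Repeats: one replicate per compound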
* hit, by the source's call.

SMILES	ASAP1 inh	ARFGAP1 inh	PLCg1 inh	TDP2 absorb	Tn6 DDE FP	ADAM17 inh	LEDGF integ inh	KLK7 zymogen act	ADAM10 inh	Tn7 DDE FP
O=c1c2ccccc2nc2n1CCc1ccc(Br)cc1-2	-1	2	-1	1	0	-2	-2	0.3	-13	8
O=S(=O)(Nc1cccc(F)c1)c1ccc(S(=O)(=O)N2CCOCC2)cc1	-12	-14	3	6	-4	-4	2	-0.1	3	-2
O=C(COc1ccccc1)N[C@@H]1c2ccccc2CC[C@@H]1O	5	1	1	-4	6	-5	4	-0.3	-9	-4
Cn1c(=O)n(C)c2cc(NC(=O)c3cc4ccccc4o3)ccc21	6	7	-8	-5	-3	0	2	-0.2	-3	-1
COc1ccc(NC(=O)c2ccco2)cc1NC(=O)c1cccnc1	4	-19	4	-17	1	-5	6	0.1	-6	5
O=C(N[C@H]1CCC(=O)N(CCSc2ccc(Br)cc2)CC1)OCc1ccccc1	-13	6	1	2	2	2	-2	-0.1	15	-1
C=CCN(c1cccc(C(F)(F)F)c1)S(=O)(=O)c1cccc(C(=O)OCC(=O)NC)c1	-3	6	1	0	-1	3	1	-0.3	4	-6
O=C(Nc1ccc(Cl)c(S(=O)(=O)N2CCOCC2)c1)c1ccccn1	-16	4	-2	-14	-1	1	-5	0.1	-1	4
COc1cc2[nH]c(=S)nc(NCc3cccnc3)c2cc1OC	6	-1	-3	-2	-1	-5	-2	0.3	-2	3
CCc1nnc(NC(=O)CSc2nnc(Cc3ccccc3)o2)s1	7	-2	0	9	-5	2	3	0.0	0	3
COc1cccc(N(C(=O)c2sc(C)nc2C)C(C(=O)NCC2CCCO2)c2ccccc2)c1 (configuration not stated)	3	0	0	-1	5	3	4	-0.1	-4	1
O=C(O)CSCC(=O)Nc1ccccc1SCCS(=O)(=O)c1ccc(Cl)cc1	-3	-1	-14	-7	-6	0	0	-0.1	6	6
CC(/C=C/c1ccco1)=N\NC(=O)CNc1cccc(C)c1	12	1	0	9	3	-4	0	0.7	-2	6
CCCCN1C(=N)N([C@@H](CCC)CN2CCC[C@H]2CN2C(N)=NC[C@@H]2Cc2ccccc2)C[C@H]1Cc1ccccc1	16	19	8	-14	3	-1	5	-0.5	2	-3
O=C(CCS(=O)(=O)c1cccc2nsnc12)NC1CCCCC1	2	10	3	-7	-1	-1	-2	-0.7	-7	-3
COc1ccc(C(=O)C(=O)N2CCN(c3ccc(C)cc3)CC2)cc1OC	2	6	-5	12	-1	-4	-4	-0.5	-1	2
O=C1c2ccccc2S(=O)(=O)N1Cc1cccc(S(=O)(=O)N2CCOCC2)c1	-7	-2	0	3	-1	-4	-5	0.0	-2	0
CC(C)N(Cc1nc(-c2ccc(Cl)cc2)no1)C(=O)c1cccs1	-7	7	-1	8	9	0	-2	-0.2	4	3
CSc1nc(C)cc(SCCO)n1	-8	-7	-1	-5	3	-3	-3	-0.1	-5	7
O=C(NC(=S)Nc1nc2c(s1)CCCC2)c1ccccc1	0	5	1	5	-2	-3	3	-1.0	-2	-2
N#Cc1c2n(c(=S)n(-c3ccc(F)cc3)c1=O)CCCCC2	7	-6	-3	-6	2	-4	-4	0.5	-2	2
Fc1ccc(-c2ccc(Nc3cccc(F)c3)nn2)cc1	-5	4	1	4	0	2	3	0.1	3	0
COC(=O)[C@@]1(Sc2ccc(C)cc2)CC(=O)N(c2ccccc2)[C@@H]1c1ccccc1	14	3	4	3	-1	3	0	-0.5	10	1
Cc1cc2occ(CC(=O)N(C)CC(=O)Nc3cccc(F)c3)c2cc1C	-8	6	-5	10	0	3	3	-0.1	1	-2
CC(=O)Nc1ccc(NC(=O)CSc2nnc(-c3ccc(NS(C)(=O)=O)cc3)n2C)cc1C	-1	-5	2	4	-2	-1	1	-0.7	2	1
COCCN(C(=O)COC(=O)/C=C/c1ccc(C)o1)c1c(N)n(Cc2ccccc2)c(=O)[nH]c1=O	-10	2	-2	4	0	-4	-1	1.4	-9	-6
Cc1ccc(-c2nc(CCN3C(=O)c4ccccc4C3=O)cs2)cc1	4	1	9	-5	0	1	5	-0.2	15	2
NC(=O)COc1ncn(-c2ccccc2)n1	-12	-9	-4	2	-1	-5	1	0.0	5	1
CCN(CCCNC(=O)c1ccc(N2CCCC2=O)cc1)c1cccc(C)c1	-2	5	2	-3	0	0	-2	-0.8	-1	0
CC(=O)NC1(c2ccccc2)CCN(CC(=O)N2CCC(C)CC2)CC1	-2	-17	3	-8	5	-7	-4	0.0	0	5

Structures above that have a furan ring, fused or not, in the order listed:
SMILES	ASAP1 inh	ARFGAP1 inh	PLCg1 inh	TDP2 absorb	Tn6 DDE FP	ADAM17 inh	LEDGF integ inh	KLK7 zymogen act	ADAM10 inh	Tn7 DDE FP
Cn1c(=O)n(C)c2cc(NC(=O)c3cc4ccccc4o3)ccc21	6	7	-8	-5	-3	0	2	-0.2	-3	-1
COc1ccc(NC(=O)c2ccco2)cc1NC(=O)c1cccnc1	4	-19	4	-17	1	-5	6	0.1	-6	5
CC(/C=C/c1ccco1)=N\NC(=O)CNc1cccc(C)c1	12	1	0	9	3	-4	0	0.7	-2	6
Cc1cc2occ(CC(=O)N(C)CC(=O)Nc3cccc(F)c3)c2cc1C	-8	6	-5	10	0	3	3	-0.1	1	-2
COCCN(C(=O)COC(=O)/C=C/c1ccc(C)o1)c1c(N)n(Cc2ccccc2)c(=O)[nH]c1=O	-10	2	-2	4	0	-4	-1	1.4	-9	-6

The listing continues:
SMILES	ASAP1 inh	ARFGAP1 inh	PLCg1 inh	TDP2 absorb	Tn6 DDE FP	ADAM17 inh	LEDGF integ inh	KLK7 zymogen act	ADAM10 inh	Tn7 DDE FP
CC1=CC(C)(C)NC(=S)N1c1ccc(N(C)C)cc1	-7	7	5	-8	-2	3	-2	0.4	1	7
O=C(CCN1C(=O)COc2ccccc21)NCCCN1CCCC1	1	11	-4	6	2	-11	1	-1.3	-24	-6
N#Cc1c(-c2ccc(Cl)cc2)nc2n(c1=O)CCCS2	6	3	-50	0	-5	-6	-2	0.7	-7	-1
COc1ccc(CNC(=O)C2CCCN(S(=O)(=O)c3ccc(F)cc3)C2)cc1 (configuration not stated)	1	15	0	6	-1	-3	3	0.3	-5	-1
O=C(/C=C/Nc1ccc(S(=O)(=O)Nc2cnc3ccccc3n2)cc1)c1ccccc1	0	-3	-4	1	-4	-4	-3	-0.6	-4	-6
CCOC(=O)C1(Cc2ccccc2C(F)(F)F)CCN(C(C)COC)CC1 (configuration not stated)	0	1	-2	-10	2	-2	8	0.5	7	3
CCOc1ccc(C(=O)COC(=O)Cn2[nH]c(=O)c3ccccc3c2=O)cc1	-15	8	4	-10	0	-6	-4	0.4	-17	4
CC(=O)Oc1ccc(/C=C2\N=C(C3CCCCC3)OC2=O)cc1	8	9	1	0	-4	0	-3	0.3	-6	-1
Cc1cc(C(=O)N/N=C/c2cc(Cl)cc([N+](=O)[O-])c2O)c2ccccc2n1	-5	0	-8	4	-2	3	-10	0.1	6	-5
CC(C)C[C@H]1CN=C(Nc2ccccc2)N1CCCC1CCCCC1	-6	5	5	-7	4	1	-1	0.1	2	-6
Cc1cccc(C(=O)N[C@H](C(=O)OCC(=O)NC(=O)c2cccn2C)C(C)C)c1	-4	-3	-13	1	-4	-1	-1	0.2	-10	2
O=C(/C=N/O)Nc1ccccc1C(=O)O	12	4	0	-2	-4	0	-2	-0.1	7	-6
O=C(/C=C/c1ccccc1)N1CCCN(C(=O)/C=C/c2ccccc2)CC1	4	5	-1	-6	2	-1	0	-0.8	2	-3
Cc1cc(N/N=C\c2ccc(Br)cc2)nc(-n2nc(C)cc2C)n1	9	-8	1	14	-3	-1	5	-1.3	2	1
C(=N\n1cnnc1)/c1ccc(OCc2cccc3ccccc23)cc1	11	17	7	-13	-22	9.7*	0	0.0	23*	-8
Cc1ccc(C(=O)NNC(=O)c2ccc(S(=O)(=O)N(C)c3ccccc3)cc2)cc1	2	6	-3	14	8	-2	-3	-0.1	-4	0
Cn1cnnc1SCC(=O)Nc1ccc(Cl)cn1	1	-2	2	-1	1	-5	-5	-0.1	-7	3
Cc1cc(C(=O)Nc2cccc(O)c2)c(C)o1	8	5	-3	0	1	0	2	12	-7	11
CC1Cc2ccccc2N1C(=O)CN(C)CC(=O)Nc1cccc(F)c1 (configuration not stated)	1	0	-2	13	-6	-3	-1	0.4	-16	1
CCC1S/C(=N/N=C/c2cccs2)NC1=O (configuration not stated)	8	-2	15*	4	3	-3	-4	0.0	4	5
O=C(Nc1ccc(CN2CCS(=O)(=O)CC2)cc1)c1ccccc1	5	-6	4	-3	-3	0	-2	-0.3	0	-1
O=C1CSC(=S)N1c1ccc(F)c(Cl)c1	0	13	1	2	-1	-3	1	0.2	1	-8
CC(=O)c1cccc(NC(=O)CC2S/C(=N/N=C/c3cccs3)NC2=O)c1 (configuration not stated)	5	14	5	1	2	0	2	-0.6	-6	-8

Full records, looked up by structure.
COCCN(C(=O)COC(=O)/C=C/c1ccc(C)o1)c1c(N)n(Cc2ccccc2)c(=O)[nH]c1=O in the list: ASAP1 inh = -10; ARFGAP1 inh = 2; PLCg1 inh = -2; TDP2 absorb = 4; Tn6 DDE FP = 0; ADAM17 inh = -4; LEDGF integ inh = -1; KLK7 zymogen act = 1.4; ADAM10 inh = -9; Tn7 DDE FP = -6
CSc1nc(C)cc(SCCO)n1 in the list: ASAP1 inh = -8; ARFGAP1 inh = -7; PLCg1 inh = -1; TDP2 absorb = -5; Tn6 DDE FP = 3; ADAM17 inh = -3; LEDGF integ inh = -3; KLK7 zymogen act = -0.1; ADAM10 inh = -5; Tn7 DDE FP = 7

Assay outcomes deposited in PubChem BioAssay by The Scripps Research Institute Molecular Screening Center.
